Mtb BioA inh – inhibitors of Mycobacterium tuberculosis BioA enzyme. 0.096% of 360,000 active. purified M. tuberculosis BioA enzyme, plate reader. inhibition, % at 9.99 µM; in the data active = inhibition above about 40%
Starred values were filed as active, the others as inactive. The list is partial; rates above refer to the full screens.

What do the screens show for `Cc1ccc(S(=O)(=O)Nc2ccc3c(c2)C(=O)N([C@H](C)CO)C[C@H](C)[C@@H](CN(C)C(=O)Nc2ccccc2)OCCCC[C@@H](C)O3)cc1`?
Mtb BioA inh: -2.4

How did C[C@@H]1CN([C@H](C)CO)C(=O)c2cc(NC(=O)Nc3ccccc3)ccc2O[C@@H](C)CCCCO[C@@H]1CN(C)C(=O)C1CCCCC1 do in these assays?
Mtb BioA inh: -1.1

How did C[C@H]1CCCCO[C@H](CN(C)S(=O)(=O)c2ccccc2)[C@@H](C)CN([C@@H](C)CO)C(=O)c2cc(NC(=O)C3CCCCC3)ccc2O1 do in these assays?
Mtb BioA inh: -2.1

How did COc1cccc(-c2ccc3c(c2)O[C@@H](CN(C)C(C)=O)[C@H](C)CN([C@H](C)CO)S3(=O)=O)c1 do in these assays?
Mtb BioA inh: 2.2

How did C[C@H](CO)N1C[C@H](C)[C@@H](CN(C)S(=O)(=O)c2ccccc2)Oc2ccc(NC(=O)Nc3cccc4ccccc34)cc2C1=O do in these assays?
Mtb BioA inh: -0.8

How did CCC(=O)N1C[C@H](C)[C@@H](OC)CN(C)C(=O)c2cc(NC(=O)COC)ccc2OC[C@@H]1C do in these assays?
Mtb BioA inh: -0.6

How did O=C(C[C@H]1CC[C@@H](NC(=O)c2cccc(F)c2)[C@H](CO)O1)NCc1ccccc1 do in these assays?
Mtb BioA inh: 5.5

How did Cc1noc(C)c1NC(=O)Nc1ccc2c(c1)C(=O)N([C@H](C)CO)C[C@H](C)[C@@H](CN(C)CC1CC1)OCCCC[C@@H](C)O2 do in these assays?
Mtb BioA inh: -2.6

What do the screens show for `O=C(NCC1CC1)[C@H]1[C@H](CO)[C@H]2Cn3c(cccc3=O)[C@@H]1N2CCc1ccccc1`?
Mtb BioA inh: -2.3

What do the screens show for `C[C@H]1CN([C@@H](C)CO)C(=O)c2cc(NC(=O)CCC(F)(F)F)ccc2O[C@@H]1CN(C)CC1CCCCC1`?
Mtb BioA inh: 0.5

How did C[C@@H]1CN([C@H](C)CO)C(=O)c2cccc(NS(=O)(=O)c3ccc(Cl)cc3)c2O[C@@H]1CN(C)CC1CCCCC1 do in these assays?
Mtb BioA inh: 0.6

Results for O=C(C[C@H]1CC[C@@H]2[C@H](COC[C@H](O)CN2Cc2cc(F)cc(F)c2)O1)Nc1nccs1 ?
Mtb BioA inh: 2.2

Results for C[C@H](CO)N1C[C@H](C)[C@H](CN(C)S(=O)(=O)c2ccc(F)cc2)Oc2ncc(C#CCN(C)C)cc2C1=O ?
Mtb BioA inh: -3.4

How did C[C@H](CO)N1C[C@H](C)[C@H](CN(C)C(=O)NC2CCCCC2)Oc2ccc(N(C)C)cc2CC1=O do in these assays?
Mtb BioA inh: -3.0

How did Cc1nn(C)cc1NC(=O)C[C@H]1CC[C@H]2[C@H](COc3ccc(NC(=O)c4cccc(F)c4)cc3C(=O)N2C)O1 do in these assays?
Mtb BioA inh: 1.7

Results for CCNC(=O)C[C@@H]1CC[C@@H]2[C@H](COC[C@@H](O)CN2C(=O)Nc2ccc(C(F)(F)F)cc2)O1 ?
Mtb BioA inh: 6.6

How did C[C@H](CO)N1C[C@H](C)[C@@H](CN(C)Cc2cccnc2)Oc2ncc(C#CC3(O)CCCC3)cc2C1=O do in these assays?
Mtb BioA inh: 0.3

What do the screens show for `O=C(NCC[C@@H]1CC[C@H](NC(=O)Nc2cc(F)ccc2F)[C@@H](CO)O1)Nc1ccc(F)cc1`?
Mtb BioA inh: 4.4

Results for C[C@H](CO)N1C[C@H](C)[C@@H](CN(C)C(=O)c2cccnc2)Oc2ncc(-c3ccc(C#N)cc3)cc2C1=O ?
Mtb BioA inh: 0.8

How did COc1ccc(S(=O)(=O)Nc2ccc3c(c2)C(=O)N([C@@H](C)CO)C[C@@H](C)[C@@H](CN(C)Cc2ccccc2)OCCCC[C@H](C)O3)cc1 do in these assays?
Mtb BioA inh: 1.0

Sorted by molecular weight (falling): some entries from above.
What do the screens show for `Cc1ccc(S(=O)(=O)Nc2ccc3c(c2)C(=O)N([C@H](C)CO)C[C@H](C)[C@@H](CN(C)C(=O)Nc2ccccc2)OCCCC[C@@H](C)O3)cc1`?
Mtb BioA inh: -2.4

How did COc1ccc(S(=O)(=O)Nc2ccc3c(c2)C(=O)N([C@@H](C)CO)C[C@@H](C)[C@@H](CN(C)Cc2ccccc2)OCCCC[C@H](C)O3)cc1 do in these assays?
Mtb BioA inh: 1.0

How did C[C@H]1CCCCO[C@H](CN(C)S(=O)(=O)c2ccccc2)[C@@H](C)CN([C@@H](C)CO)C(=O)c2cc(NC(=O)C3CCCCC3)ccc2O1 do in these assays?
Mtb BioA inh: -2.1

How did Cc1nn(C)cc1NC(=O)C[C@H]1CC[C@H]2[C@H](COc3ccc(NC(=O)c4cccc(F)c4)cc3C(=O)N2C)O1 do in these assays?
Mtb BioA inh: 1.7

Results for C[C@H](CO)N1C[C@H](C)[C@H](CN(C)S(=O)(=O)c2ccc(F)cc2)Oc2ncc(C#CCN(C)C)cc2C1=O ?
Mtb BioA inh: -3.4

What do the screens show for `C[C@H]1CN([C@@H](C)CO)C(=O)c2cc(NC(=O)CCC(F)(F)F)ccc2O[C@@H]1CN(C)CC1CCCCC1`?
Mtb BioA inh: 0.5

How did C[C@H](CO)N1C[C@H](C)[C@@H](CN(C)Cc2cccnc2)Oc2ncc(C#CC3(O)CCCC3)cc2C1=O do in these assays?
Mtb BioA inh: 0.3

How did C[C@H](CO)N1C[C@H](C)[C@H](CN(C)C(=O)NC2CCCCC2)Oc2ccc(N(C)C)cc2CC1=O do in these assays?
Mtb BioA inh: -3.0

How did O=C(C[C@H]1CC[C@@H](NC(=O)c2cccc(F)c2)[C@H](CO)O1)NCc1ccccc1 do in these assays?
Mtb BioA inh: 5.5

Further results
How did COCC(=O)Nc1ccc2c(c1)C(=O)N(C)C[C@H](OC)[C@H](C)CN(Cc1ccccc1)[C@@H](C)CO2 do in these assays?
Mtb BioA inh: -1.4

What do the screens show for `C[C@@H]1CN([C@H](C)CO)C(=O)c2cc(NS(=O)(=O)c3ccccc3)ccc2O[C@H]1CN(C)Cc1ccc2c(c1)OCO2`?
Mtb BioA inh: 1.7

Results for C[C@@H]1CN([C@@H](C)CO)C(=O)Cc2cc(NC(=O)C3CC3)ccc2O[C@@H]1CN(C)Cc1ccncc1 ?
Mtb BioA inh: -0.5

Results for O=C(c1cnccn1)N1C[C@@H]2[C@H](c3ccccc31)[C@H](CO)N2Cc1ccc2c(c1)OCO2 ?
Mtb BioA inh: -4.3

What do the screens show for `C[C@@H]1CCCCO[C@H](CN(C)S(=O)(=O)c2ccc(F)cc2)[C@H](C)CN([C@@H](C)CO)C(=O)c2cc(NS(=O)(=O)c3ccc(Cl)cc3)ccc2O1`?
Mtb BioA inh: -1.1

Results for C[C@@H]1CN([C@@H](C)CO)S(=O)(=O)c2ccc(C#CC(C)(C)O)cc2O[C@H]1CN(C)Cc1ccc(-c2ccccc2)cc1 ?
Mtb BioA inh: -2.8

What do the screens show for `CCCNC(=O)C[C@H]1CC[C@H]2[C@H](COc3ccc(NC(=O)c4ccc(OC)cc4)cc3C(=O)N2C)O1`?
Mtb BioA inh: 0.9

Results for C[C@H](CO)N1C[C@H](C)[C@H](CN(C)CC2CCCCC2)Oc2c(NS(=O)(=O)c3cn(C)cn3)cccc2C1=O ?
Mtb BioA inh: -1.5

How did COc1cccc(CNC(=O)C[C@@H]2C=C[C@H](NC(=O)C3CCC3)[C@H](CO)O2)c1 do in these assays?
Mtb BioA inh: -0.1

How did CO[C@H](CN(C)Cc1ccc2c(c1)OCO2)[C@@H](C)CN(C(=O)Nc1ccc(F)cc1)[C@@H](C)CO do in these assays?
Mtb BioA inh: 1.6

What do the screens show for `O=C(C[C@H]1C[C@@H]2c3cc(NC(=O)NC4CCCC4)ccc3O[C@@H]2[C@@H](CO)O1)NCc1ccc(Oc2ccccc2)cc1`?
Mtb BioA inh: 0.1

What do the screens show for `CCCNC(=O)N1C[C@@H](C)[C@H](OC)CN(C)C(=O)c2cc(NC(=O)CCC)ccc2OC[C@@H]1C`?
Mtb BioA inh: -1.5

How did CNC[C@@H]1Oc2ccc(NC(=O)c3ccncc3)cc2C(=O)N([C@H](C)CO)C[C@@H]1C do in these assays?
Mtb BioA inh: 1.8

How did COCCNC(=O)C[C@@H]1C[C@@H]2c3cc(NC(=O)NC4CCCC4)ccc3O[C@@H]2[C@H](CO)O1 do in these assays?
Mtb BioA inh: -0.9

How did O=C(N[C@@H]1CC[C@H](CCn2cc(-c3ccccn3)nn2)O[C@H]1CO)c1ccccc1 do in these assays?
Mtb BioA inh: 5.6

What do the screens show for `Cc1ccc(-c2ccc3c(c2)O[C@@H](CN(C)C(=O)NC(C)C)[C@H](C)CN([C@H](C)CO)S3(=O)=O)cc1`?
Mtb BioA inh: 0.7

What do the screens show for `O=C(NCCCN1CCOCC1)[C@@H]1N[C@@H]2c3ccc(C4=CCCCC4)c(=O)n3C[C@@H]2[C@H]1CO`?
Mtb BioA inh: -2.0

Results for O=C(NCC1CCCCC1)[C@H]1N[C@H]2c3ccc(C4=CCCCC4)c(=O)n3C[C@H]2[C@@H]1CO ?
Mtb BioA inh: 5.0

How did CN(C)CC(=O)Nc1ccc2c(c1)[C@H]1C[C@H](CC(=O)N3CCOCC3)O[C@H](CO)[C@H]1O2 do in these assays?
Mtb BioA inh: -0.2

What do the screens show for `CCCC(=O)N1C[C@H]2[C@@H](c3ccccc31)[C@@H](CO)N2C(=O)CC1CC1`?
Mtb BioA inh: -3.3

How did O=S(=O)(c1ccccc1F)N1CCCCN2[C@H](CO)[C@H](c3ccc(-c4ccccc4)cc3)[C@H]2C1 do in these assays?
Mtb BioA inh: -1.2

How did OCc1ccc(-c2cc[n+](Cc3cc4c(cc3Br)OCO4)cc2)cc1 do in these assays?
Mtb BioA inh: 1.1

What do the screens show for `Cc1ccc(S(=O)(=O)N(C)C[C@@H]2Oc3c(NC(=O)NC(C)C)cccc3C(=O)N([C@@H](C)CO)C[C@@H]2C)cc1`?
Mtb BioA inh: -1.1

How did C[C@H]1CN([C@@H](C)CO)C(=O)c2cc(NC(=O)CCCN(C)C)ccc2O[C@@H]1CN(C)C(=O)Nc1ccc2c(c1)OCO2 do in these assays?
Mtb BioA inh: 2.4

Results for C[C@H](CO)N1C[C@H](C)[C@@H](CN(C)CC2CC2)Oc2c(NC(=O)Nc3ccc(F)cc3)cccc2C1=O ?
Mtb BioA inh: 0.9

How did Cc1ccc(S(=O)(=O)N(C)C[C@H]2OCCCC[C@@H](C)Oc3ccc(NS(=O)(=O)c4ccccc4)cc3C(=O)N([C@H](C)CO)C[C@H]2C)cc1 do in these assays?
Mtb BioA inh: -0.9

How did Cc1noc(C)c1S(=O)(=O)N(C)C[C@@H]1OCCCC[C@@H](C)Oc2ccc(NS(=O)(=O)c3ccc(Cl)cc3)cc2C(=O)N([C@@H](C)CO)C[C@@H]1C do in these assays?
Mtb BioA inh: -1.3

What do the screens show for `O=C(C1CCC1)N1CCCCN2[C@H](C1)[C@H](c1ccc(C#CC3(O)CCCC3)cc1)[C@@H]2CO`?
Mtb BioA inh: 0.2

What do the screens show for `C[C@@H]1CN([C@@H](C)CO)C(=O)Cc2cc(NC(=O)Nc3ccc(F)cc3)ccc2O[C@H]1CN(C)C(=O)Nc1ccc2c(c1)OCO2`?
Mtb BioA inh: -0.4

What do the screens show for `C[C@@H]1CN([C@@H](C)CO)C(=O)c2cc(/C=C/c3ccccc3)cnc2O[C@@H]1CN(C)S(C)(=O)=O`?
Mtb BioA inh: 4.0

What do the screens show for `CN1C(=O)c2cc(NC(=O)C3CCOCC3)ccc2OC[C@H]2O[C@@H](CC(=O)NCc3ccccc3F)CC[C@H]21`?
Mtb BioA inh: 0.9

How did CCCNC(=O)N(C)C[C@@H]1Oc2cc(C#CC(C)C)ccc2S(=O)(=O)N([C@@H](C)CO)C[C@@H]1C do in these assays?
Mtb BioA inh: 2.1

What do the screens show for `COc1cccc(C(=O)Nc2ccc3c(c2)C(=O)N(C)C[C@@H](OC)[C@H](C)CN(CC2CC2)[C@H](C)CO3)c1`?
Mtb BioA inh: 8.4

What do the screens show for `C[C@@H]1CN([C@H](C)CO)C(=O)Cc2cc(NC(=O)CCCCCC(=O)Nc3ccccc3N)ccc2O[C@@H]1CN(C)Cc1ccc(Oc2ccccc2)cc1`?
Mtb BioA inh: -2.3

How did C[C@H](CO)N1C[C@H](C)[C@@H](CN(C)C(=O)CCC(F)(F)F)OCCCC[C@H](C)Oc2ccc(NC(=O)NC3CCCCC3)cc2C1=O do in these assays?
Mtb BioA inh: -0.7

How did O=C(C[C@@H]1C[C@H]2c3cc(NC(=O)C4CCOCC4)ccc3O[C@H]2[C@H](CO)O1)NCc1ccc2c(c1)OCO2 do in these assays?
Mtb BioA inh: -1.1

How did CC(C)NC(=O)N[C@@H]1CC[C@@H](CC(=O)NC2Cc3ccccc3C2)O[C@H]1CO do in these assays?
Mtb BioA inh: 3.8

Results for COc1ccccc1C#Cc1ccc([C@H]2[C@@H](CO)N3CCCCN(S(C)(=O)=O)C[C@H]23)cc1 ?
Mtb BioA inh: 0.9

Results for C[C@H](CO)N1C[C@H](C)[C@H](CN(C)C(=O)NC2CCCCC2)Oc2ccc(NC(=O)Cc3cn(C)c4ccccc34)cc2C1=O ?
Mtb BioA inh: -0.8

How did Cc1noc(C)c1S(=O)(=O)Nc1ccc2c(c1)C(=O)N([C@H](C)CO)C[C@@H](C)[C@H](CN(C)S(C)(=O)=O)O2 do in these assays?
Mtb BioA inh: -1.2

How did COCC(=O)NC[C@@H]1[C@@H](c2ccc(C3=CCCC3)cc2)[C@H](CO)N1C(=O)C1CC1 do in these assays?
Mtb BioA inh: 1.1

Results for C[C@@H]1CN([C@@H](C)CO)C(=O)c2cccc(NC(=O)Nc3ccc4c(c3)OCO4)c2O[C@@H]1CN(C)C(=O)Nc1ccc2c(c1)OCO2 ?
Mtb BioA inh: 0.5

Results for COCCOC(=O)N1C(=O)[C@@]2(c3ccccc31)[C@H](c1ccccc1OCCO)N1[C@H](c3ccccc3)[C@H](c3ccccc3)OC(=O)[C@H]1[C@@H]2C(=O)N1CCCCCCC1 ?
Mtb BioA inh: -1.8

How did C[C@H]1CN([C@@H](C)CO)S(=O)(=O)c2ccc(-c3ccncc3)cc2O[C@H]1CN(C)C(=O)Nc1ccc(C(F)(F)F)cc1 do in these assays?
Mtb BioA inh: 2.9

What do the screens show for `CN(C)C(=O)c1cccc(-c2cccc(-c3nc(C(=O)NCc4ccccc4)cc4c3[C@@H](CCO)N([S@](=O)C(C)(C)C)C4)c2)c1`?
Mtb BioA inh: 3.9
